PTHR1 ag: PTHR1 (human) receptor agonism | hit rate 0.075% among 410,000 | HEK293 GP2 PTHR1 cells, GloSensor cAMP luminescence, 1 h | Potency, µM (top dose mostly 115 µM), inactives show top-dose activation, actives largely listed as activators | Q03431; note: potency is the fitted concentration of half-maximal effect; nearly all actives have a fitted effect of over 55% in size; some results filed as inactive show a strong effect at the top dose; inactives centre near -15; many of its hits are not listed in these tables
Target sequence (Q03431 whole entry, looked up): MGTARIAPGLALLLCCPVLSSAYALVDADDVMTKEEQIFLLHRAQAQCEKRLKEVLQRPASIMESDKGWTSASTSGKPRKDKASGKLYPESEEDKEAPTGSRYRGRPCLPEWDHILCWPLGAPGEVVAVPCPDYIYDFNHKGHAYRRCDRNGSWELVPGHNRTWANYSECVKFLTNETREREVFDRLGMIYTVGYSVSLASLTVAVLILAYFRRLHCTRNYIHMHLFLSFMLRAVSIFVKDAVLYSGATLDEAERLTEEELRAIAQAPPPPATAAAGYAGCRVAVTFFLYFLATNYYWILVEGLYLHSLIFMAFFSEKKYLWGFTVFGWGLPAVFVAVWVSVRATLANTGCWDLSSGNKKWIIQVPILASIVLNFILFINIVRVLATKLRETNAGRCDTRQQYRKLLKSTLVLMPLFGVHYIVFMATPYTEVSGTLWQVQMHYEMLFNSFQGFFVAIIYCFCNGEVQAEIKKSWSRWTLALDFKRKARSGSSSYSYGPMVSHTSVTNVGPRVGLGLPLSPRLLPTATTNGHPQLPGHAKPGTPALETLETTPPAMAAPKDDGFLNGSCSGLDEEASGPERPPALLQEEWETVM
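HEK-293-derived GP2 cells expressing PTHR1 and a GloSensor cAMP reporter, 3,000/well, plated overnight, given luciferin plus IBMX (each 0.5 mM as added) for 1 h at 37 °C, then compound for 1 h at 37 °C. Luminescence was read after 15 min at room temperature.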
FUS suppressor: suppressors of FUS proteinopathy in yeast; hit rate 0.24% among 390,000; Potency, µM (top dose mostly 76.6 µM), for the others: at the top dose growth rescue (activation), hits mostly activators; S. cerevisiae FUS-expressing, growth rescue, OD600, 24 h;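 note: potency is the fitted concentration of half-maximal effect; plate controls were DMSO vehicle for no effect and reference control for full effect; nearly all actives have a fitted effect of over 55% in size; some results filed as inactive show a strong effect at the top dose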
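Restored growth of FUS-toxic S. cerevisiae, read as 600 nm absorbance after 24 h at 30C in galactose medium (starting OD 0.005). Controls CP55940 and DMSO.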
pAkt inh: blocks phosphorylation of Akt. activity change, % for hits at 50 µM. hit rate 0.32% among 360,000. Neuro2A IGF-stimulated pAkt S473 HTRF, 20 min; hits give low values; in the data active = activity change below about -80%; inconclusive = mostly about -51% to -80%; note: % is set by controls: 0 for no effect and ±100 for the full control effect
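Neuro2A cells (4,500/well, DMEM with 0.5% FBS) were treated with compound at a single 50 µM final concentration, stimulated with 6 nM IGF for 20 min at 37 °C, and lysed. Phospho-Akt Ser473 was read by HTRF as 665/615 ratio ×10^4.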
GLP-1R inv ag: GLP-1 receptor (human) inverse agonism | P43220 | HEK293 GLP-1R CRE-luciferase, luminescence, 24 h; GLP-1R form is constitutively active | Potency, µM (doses to about 38.3 µM), for inactives: at the top dose activity change, negative = inhibition, hits mostly inhibitors | hit rate 1.6% among 410,000 | AID 624417; note: potency is the fitted concentration of half-maximal effect; % is set by controls: 0 for no effect and ±100 for the full control effect; nearly all actives have a fitted effect of over 55% in size
Target sequence (P43220 whole entry, looked up): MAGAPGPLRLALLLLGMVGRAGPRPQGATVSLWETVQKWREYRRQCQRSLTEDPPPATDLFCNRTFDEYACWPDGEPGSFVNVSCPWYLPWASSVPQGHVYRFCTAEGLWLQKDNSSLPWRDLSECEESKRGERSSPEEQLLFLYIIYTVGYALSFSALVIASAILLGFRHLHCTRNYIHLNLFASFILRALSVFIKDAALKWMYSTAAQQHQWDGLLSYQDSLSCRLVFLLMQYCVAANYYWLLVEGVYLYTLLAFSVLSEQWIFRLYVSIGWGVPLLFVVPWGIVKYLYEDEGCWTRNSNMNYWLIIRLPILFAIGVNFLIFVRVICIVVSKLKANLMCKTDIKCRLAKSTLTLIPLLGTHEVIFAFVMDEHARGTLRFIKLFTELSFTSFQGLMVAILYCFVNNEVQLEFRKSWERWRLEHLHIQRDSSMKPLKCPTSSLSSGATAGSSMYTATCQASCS
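Inverse agonists were sought by their lowering of basal cAMP reporter luciferase output in HEK293 cells stably carrying constitutively active human GLP-1R, after 24 h compound treatment.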
aSyn rescue: alpha-synuclein toxicity inhibition in yeast | hit rate 0.14% among 370,000 | Potency, µM (highest dose often 46.1 µM), for inactives: at the highest dose growth rescue (activation), actives largely listed as activators | Yeast expressing alpha-synuclein, growth rescue, BacTiter-Glo, 24 h; note: potency is the fitted concentration of half-maximal effect; % of control where 0% means no effect; nearly all actives have a fitted effect of over 65% in size
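Galactose-induced alpha-syn yeast (OD600=0.02, raffinose-pregrown) + pinned cpd, 24 hr, 30 deg C; growth by BacTiter-Glo luminescence. Growth restoration scores as activation.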
TDP43 rescue: TDP-43 toxicity inhibition in yeast; TDP-43 expressing yeast growth rescue, BacTiter-Glo, 24 h; Potency, µM (highest dose often 46.1 µM), without a hit: top-dose growth rescue (activation), usual class: activators; hit rate 1.8% among 410,000; AID 652104; note: potency is the fitted concentration of half-maximal effect; % of control where 0% means no effect; nearly all actives have a fitted effect of over 50% in size
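In this qHTS, compounds that restore growth of yeast expressing TDP-43 appear as activators. Cells (OD600=0.02, galactose medium, raffinose-pregrown) are incubated with compound 24 hr at 30 deg C and growth is quantified by BacTiter-Glo.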
Abeta yeast res: A-beta toxicity reversal in yeast | Potency, µM (titrated, usually from 46.1 µM), for the others: top-dose growth rescue, usual class: activators | hit rate 0.063% among 410,000 | yeast expressing A-beta42, growth rescue, OD600, 48 h; response scale: 0% DMSO, 100% iron-clioquinol control | AID 1347071; note: potency is the fitted concentration of half-maximal effect; nearly all actives have a fitted effect of over 55% in size
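Yeast growth medium received pinned compounds, then yeast cells expressing toxic A-beta were added; plates incubated at 30 C for 48 hr. Growth read as absorbance at 600 nm, normalized to DMSO and equimolar FeCl3 plus clioquinol controls.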
HEK293 tox: cytotoxicity in counter-screen for GLP-1R inverse agonists. HEK293 cAMP-luciferase reporter cells, luminescence, 24 h. Potency, µM (highest dose often 38.3 µM), without a hit: top-dose activity change, negative = inhibition, hits mostly inhibitors. hit rate 0.13% among 410,000. AID 624418;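 note: loss of luciferase light is scored as toxicity; potency is the fitted concentration of half-maximal effect; % is set by controls: 0 for no effect and ±100 for the full control effect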
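Luminescence readout: signal drop marks cytotoxicity. Plated cells grew 12 h at 37 °C, 5% CO2, received 23 nL compound for 24 h, then got luciferase reagent, read after 12 min at RT.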
Mm-Cpn inhibitor: inhibitors of Methanococcus maripaludis chaperonin (MmCpn); purified Mm-Cpn ATPase, ADP Transcreener TR-FRET; Potency, µM (doses to about 76.9 µM), inactives show at the top dose activity, negative = inhibition, actives largely listed as inhibitors; hit rate 0.031% among 330,000; AID 504842; note: potency is the fitted concentration of half-maximal effect; % is set by controls: 0 for no effect and ±100 for the full control effect; nearly all actives have a fitted effect of over 80% in size
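Measured: ADP formation by purified Mm-CPN. Conditions: 25 nM protein, 10 uM ATP, Tris pH 7.4 with Mg2+, K+ and DTT, 37°C for 30 min. Detection: Transcreener HTRF after 30 min at room temperature.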
* = called active by the depositor; i = inactive; ? = inconclusive; . = not tested or not shown; [ ] = remark or other dose. Unless noted, calls come from the whole dose curve; as a rule, active = well fitted curve in the direction sought with a large enough effect; inconclusive = small, poorly fitted or top-dose-only effect, or another doubt; inactive = no such curve, though single readings can be large; an effect the other way counts as inactive or inconclusive.

entry | canonical_smiles | TDP43 rescue | PTHR1 ag | Mm-Cpn inhibitor | HEK293 tox | FUS suppressor | aSyn rescue | pAkt inh | GLP-1R inv ag | Abeta yeast res
1 | CCOC(=O)C1(O)CC(C)=NN1C(=O)c1cccc(Br)c1 (stereo not given) | -19% | -16% | 2% | ? | 15% | 0% | i | ? | -14%
2 | CCc1nnc(NC(=O)C2CCCN2C(=O)Nc2ccccc2OC)s1 (stereo not given) | -4% | -23% | 0% | 1% | 6% | 1% | i | -1% | 3%
3 | OCCn1c(C(F)(F)F)nc2ccccc21 | -15% | -4%[57.5 µM] | 0% | -1% | 19% | -4% | i | 4% | 0%
4 | N#Cc1cc(-c2ccccc2)oc1NC(=O)c1ccccc1 | 2% | -41%[inhibitor] | . | -1% | -20% | -5% | i | 23% | 6%
5 | Cc1ccc(NC(=O)CNC(=O)CC23CC4CC(CC(C4)C2)C3)c(O)c1 | 1% | -24% | 5% | 19% | 30% | -6% | i | ? | 1%
6 | CN1C(=O)c2ccc(NC(=O)CSc3ccccc3)cc2C1=O | 18% | i | 0% | 5% | -10% | -12% | i | 7% | .
7 | C[C@H]1CN([C@@H](C)CO)C(=O)CCCn2nncc2CO[C@@H]1CN(C)Cc1ccc2c(c1)OCCO2 | 21% | i | . | 23% | -7% | 1% | i | -3% | 0%
8 | Cc1sc(NC(=O)c2ccc(Cl)s2)c(C(N)=O)c1C | 2% | -58%[inhibitor][57.5 µM] | -2% | 12% | 15% | -7% | i | -4% | -2%
9 | COc1ccc(Cl)cc1C(=O)Nn1cnc2ccccc2c1=O | -7% | -3%[57.5 µM] | 4% | ? | -2% | -7% | i | -1% | -10%
10 | O=C(CNC(=O)c1ccc(N2C(=O)c3ccccc3C2=O)cc1)OCC(=O)c1ccccc1 | 13% | i | 2% | -21% | 7% | 4% | i | 10% | -5%
11 | Cc1c(NC(=O)c2ccc3ncccc3c2)c(=O)n(-c2ccccc2)n1C | -18% | -13% | 0% | 3% | 21% | -10% | i | 0% | -5%
12 | Cc1cc(C(=O)OC(C)C(=O)Nc2cccc(S(=O)(=O)N3CCOCC3)c2)c(C)o1 (stereo not given) | -8% | -13%[57.5 µM] | ? | -4% | 17% | 0% | i | -9% | 17%
13 | CC1=C(C#N)C(=O)N(C)C(C)(C)C1 | 0% | -15%[57.5 µM] | 0% | -3% | -5% | 2% | i | 1% | -2%
14 | CC1CC(C)CN(C(=O)c2ccc3nc[nH]c3c2)C1 (stereo not given) | -3% | i | -1% | -9% | 16% | -6% | i | 17% | 6%
15 | CCC(=O)Nc1cccc(C2=NOC3(C2)C[C@@H](C(N)=O)N(C(=O)CC(c2ccccc2)c2ccccc2)C3)c1 (stereo not given in full) | 1% | -24% | 0% | ? | ? | 6% | i | -10% | -4%
16 | COc1ccc2c(c1OC)C(=O)N1c3ccccc3C(=O)N(c3ccccc3)C21 (stereo not given) | 13% | -15%[57.5 µM] | 1% | ? | 12% | 1% | i | ? | 0%
17 | CC1(N=Cc2cc(Cl)ccc2O)COP(=O)(NC2CCCC2)OC1 (stereo not given) | 0% | -13% | . | 2% | . | 1% | i | 5% | 3%
18 | Nc1c(C(=O)N2CCCC2)sc2nc3c(cc12)CCCCCC3 | 16% | -20% | -1% | 0%[7.66 µM] | 3% | 6% | i | -18%[7.66 µM] | -3%
19 | Cn1c(Cn2c(=O)sc3ccccc32)nnc1SCC(=O)Nc1ccc(F)cc1 | -9% | -23% | 3% | 0% | -16% | 2% | i | -16% | -1%
20 | CCOc1cc(-c2ccc(OC(=O)c3ccc(C)cc3)c(OC)c2)cc(=O)c2c(C)oc(C)c12 | 18µM* | -89%[inhibitor] | . | -8% | ? | . | . | ? | -47%[inhibitor]
21 | CS(=O)(=O)Nc1ccc2c(c1)OCC(=O)N2Cc1ccccc1 | -18% | -5% | 1% | 3% | -4% | 2% | i | 23% | -17%
22 | CCOC(=O)c1c(C)[nH]c(C=C2C(=O)CCCC2=O)c1O | ? | 7% | -4% | 0%[1.53 µM] | 3% | 2% | i | 8% | 16%
23 | Cc1cc(N)ccc1N1CCCC1 | -8% | -20% | 0% | -29% | . | -7% | i | 0% | -7%
24 | Cc1ccc(CSc2nnc(-c3ccncc3)n2C)cc1 | 0% | i | 0% | -4% | -4% | 8% | i | 22% | 5%
25 | CC(C)(C)c1ccc(Cn2c(=N)n(CC(O)c3ccco3)c3ccccc32)cc1 (stereo not given) | 12% | -24% | 0% | ? | 26% | 6% | i | ? | 1%
26 | C/C(CC(=O)Nc1ccc(N(C)C)cc1)=N\NC(=O)c1ccccc1O | -9% | -13% | -4% | 2% | ? | 0% | i | 1% | -20%
27 | CC(C)CN1C(=O)c2ccccc2C1c1nnnn1-c1ccc2c(c1)OCCO2 (stereo not given) | 16% | 6% | . | 1% | 5% | ? | i | 14% | 6%
28 | Cc1cc2c3nonc3ccc2n1C | 25% | i | -1% | 146%[activator] | -19% | -1% | i | -8% | 11%
29 | CSc1nnc(-c2ccc(S(=O)(=O)N3CCOCC3)cc2)n1CC1CCCO1 (stereo not given) | -6% | i | 2% | 13% | 38% | -1% | i | -5% | -14%
30 | COc1ccc(S(=O)(=O)Cc2ccc(C(=O)NC3CCCC3)o2)cc1 | -3% | -39%[inhibitor] | 0% | -13% | -14% | -7% | i | -16% | -7%
31 | Cc1cccc(CN2C(=O)c3ccccc3Sc3ccc(C(=O)NC4CCCCC4)cc32)c1 | 7% | -2% | . | 5% | 37% | . | . | ? | -8%
32 | COc1ccc(N(CC(=O)NC2CCCCC2)C(=O)c2ccc(C)s2)cc1OC | -14% | 8% | 1% | 4% | 17% | 1% | i | -28% | -14%
33 | COC(=O)c1cc(OC)c(OC)cc1NC(=O)CN1CCCCC1 | -7% | i | 1% | 15% | -6% | 0% | i | -1% | 16%
34 | COCCN(C(=O)COC(=O)c1cccnc1SC)c1c(N)n(Cc2ccccc2)c(=O)[nH]c1=O | 11% | -20% | -2% | -12% | . | -3% | i | 4% | 7%
35 | Cc1ccc(/C=C/C(=O)OCC(=O)NCCN2C(=O)CSC2=O)o1 | 24%[9.22 µM] | i | 0% | 4% | -3% | -6% | i | 17% | -11%
36 | OC(c1ccccc1)(c1ccccc1)C1CCN(C(=S)Nc2ccc(F)cc2)CC1 | ? | -50%[inhibitor] | 1% | 9% | ? | 9% | i | 8% | 29%
37 | Cc1ccc(/C=N/NC(=O)CN2CCN(Cc3ccccc3Cl)CC2)o1 | -6% | i | -1% | -12% | 15% | 2% | i | -30% | -12%
38 | COC(=O)C1=CN(c2cccc(C)c2)C=C(C(=O)OC)C1c1cc(OC)c(O)c([N+](=O)[O-])c1 | 24% | i | -1% | ? | 21% | 15% | i | 0% | -43%[inhibitor]
39 | CN1CC(=O)N(CC(=O)Nc2cccc3ccccc23)C1=O | 21% | i | 2% | -8% | . | 1% | i | 4% | 4%
40 | Cc1[nH]c2ccccc2c1C(=O)C(=O)NCCc1c[nH]c2ccccc12 | 11% | i | 0% | -6% | 2% | 2% | i | ? | 16%
41 | O=C1Nc2ccccc2C1Cc1ccccc1 (stereo not given) | 10% | i | 0% | -19% | -5% | 6% | i | 20% | 22%
42 | CC1CC(C)(C)CC2(C1)NC(=O)N(CC(=O)Nc1nccs1)C2=O (stereo not given) | -6% | i | 3% | 0% | 22% | 1% | i | 5% | 4%
43 | COc1ccc(N/C=C/c2nc(SC)nnc2C)cc1 | -1% | i | -6% | -14% | 10% | 15% | i | 45%[activator] | -3%
44 | Cc1ccccc1CN(CC(=O)Nc1cccc([N+](=O)[O-])c1)S(=O)(=O)c1ccc(Cl)cc1 | 18% | -33%[inhibitor] | 0% | ? | . | 14% | i | ? | 12%
45 | O=C1c2ccccc2C(c2nnnn2Cc2ccccc2)N1C1CC1 (stereo not given) | 22% | -1% | . | 5% | -7% | 2% | i | 32% | -1%
46 | CCn1c(C)cc(C)c(C#N)c1=O | -4% | ? | -2% | -5% | -7% | -11% | i | 7% | -6%
47 | COc1ccc(OC)c(NC(=O)c2cn(CC(C)C)c(=O)c3cc(OC)c(OC)cc23)c1 | 10% | i | . | -5% | 43% | . | . | -4% | 0%
48 | CCN1CCN(c2ccc(NC(=O)COc3ccccc3Cl)cc2)CC1 | -7% | -38%[inhibitor] | 3% | 0% | 9% | -7% | i | ? | -4%
49 | CCOc1ccc(S(=O)(=O)N(CC(=O)Nc2cccnc2)c2ccc(F)cc2)cc1 | 9% | i | 0% | -4% | 17% | -4% | i | -30% | 10%
50 | CCOC(=O)c1ccc(N=c2sc(C(=O)OC)cc(=O)n2-c2ccc(C(=O)OCC)cc2)cc1 | 5% | -36%[inhibitor] | -2% | -33% | ? | -2% | i | ? | -5%
51 | CN1CCC(N2CCN(C3CN(CCc4ccccc4)S(=O)(=O)C3)CC2)CC1 (stereo not given) | 8% | -7% | . | 6% | -24% | -4% | i | -22% | -25%
52 | COc1ccc(/C=N/OCC(=O)NCc2cccs2)c(OC)c1 | 1% | i | 2% | 11% | 4% | -1% | i | -12% | -2%
53 | CCN1N=C(C)C=C(c2ccccc2)n2c1nc1ccccc12 | 1% | i | 1% | -18% | -17% | -3% | i | 7% | -7%
54 | CC(C)(C)c1cc(NC(=O)c2cccc([N+](=O)[O-])c2)no1 | 24%[9.22 µM] | i | 3% | 15% | 16% | -3% | i | 22% | -6%
55 | Cc1ccc(C(=O)Cc2ccccc2)o1 | 12% | -4% | -1% | -2% | -27% | -2% | i | 10% | -6%
56 | Cc1ccc(Cl)cc1NC(=O)N[C@@H](CC(C)C)C(=O)O | -18% | i | 2% | 1% | -7% | -1% | i | 6% | -2%

Assay outcomes (PubChem)

The list is partial (hit frequency here may not be typical).
